Screening data from PubChem BioAssay.
Rv3671c protease = inhibits the M. tuberculosis serine protease Rv3671c; 0.048% of 320,000 active; inhibition, % at 5.96 µM; P9WHR9; in the data active = inhibition above about 38%;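 note: extracellular domain of Rv3671c used as enzyme; 0% = enzyme with DMSO and 100% = no enzyme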
Target sequence (P9WHR9 whole entry, looked up, the tested form may be a part): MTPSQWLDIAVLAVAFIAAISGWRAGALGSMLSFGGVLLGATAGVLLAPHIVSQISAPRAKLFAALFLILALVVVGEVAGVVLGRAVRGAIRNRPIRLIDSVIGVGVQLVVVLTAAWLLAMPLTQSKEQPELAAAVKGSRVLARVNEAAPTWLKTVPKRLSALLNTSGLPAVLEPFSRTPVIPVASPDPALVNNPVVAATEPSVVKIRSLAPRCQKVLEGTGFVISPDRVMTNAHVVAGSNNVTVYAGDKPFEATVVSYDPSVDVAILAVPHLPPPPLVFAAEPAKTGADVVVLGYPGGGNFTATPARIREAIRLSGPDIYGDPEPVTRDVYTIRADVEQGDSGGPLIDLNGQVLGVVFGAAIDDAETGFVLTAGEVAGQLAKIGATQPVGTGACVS
MazF activator = activators of E. coli MazEF toxin-antitoxin RNase | P0AE70 | FAM/BHQ RNA-DNA oligo cleavage fluorescence, 5 h | activation, % at 20 µM | 0.32% of 350,000 active; in the data active = activation above about 50%
Target sequence (P0AE70 whole entry, looked up): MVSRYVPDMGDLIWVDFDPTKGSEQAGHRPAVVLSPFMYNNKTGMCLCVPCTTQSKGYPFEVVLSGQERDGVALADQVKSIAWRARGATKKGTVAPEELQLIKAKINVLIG
PrPC surface inh = cell surface PrPC inhibition, primary TR-FRET screen; TR-FRET read-out; inhibition, % at 13.8 µM; 0.43% of 370,000 active; AID 720596; in the data active = inhibition above about 24%; note: 0% = median of the test wells and 100% = reference compound wells
CCHFV vOTU inh = CCHFV vOTU protease inhibition; inhibition, % at 11.5 µM; Pep-AMC fluorescence; AID 651958; 0.55% of 370,000 active; in the data active = inhibition above about 30%; note: 0% = vehicle wells with enzyme and 100% = no enzyme wells
VHR inh abs = inhibitors of human VHR1 phosphatase (DUSP3). P51452. recombinant VHR phosphatase, pNPP absorbance. inhibition, % at 13.3 µM. 0.52% of 290,000 active. AID 1654; in the data active = inhibition above about 50%; note: some compounds called inactive have numbers as strong as hits
BoNT-A LC inh2 = BoNT A light chain protease inhibition; multiplex microsphere protease substrate cleavage, flow cytometry; inhibition, % at 10 µM; 0.17% of 360,000 active; AID 588499; note: plate controls were buffer without enzyme for full effect and enzyme alone for no effect
SSB-PriA inh = blocks PriA binding to SSB C-terminal tail; inhibition, % at 33 µM; AID 1272365; AlphaScreen SSBct-PriA binding, biotinylated peptide; 0.6% of 430,000 active; in the data active = inhibition mostly above about 37%, no sharp cut-off; inactive = mostly below about 20%;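 note: plate controls were negative control peptide for no effect and reference peptide for full effect; strong numbers were not always called active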
Anthrax LF inh2 = inhibitors of Bacillus anthracis lethal factor protease. P15917. multiplex microsphere protease cleavage assay, LF. inhibition, % at 10 µM. AID 588501. 0.12% of 360,000 active; note: plate controls were buffer without enzyme for full effect and enzyme alone for no effect
BoNT-F LC inh = blocks Botulinum neurotoxin F light chain protease. Multiplex microsphere protease cleavage assay, flow cytometry. inhibition, % at 10 µM. 0.22% of 360,000 active; in the data active = inhibition above about 35%, passing the limit was not always enough; note: plate controls were buffer without enzyme for full effect and enzyme alone for no effect
SARS 3CLpro inh = SARS-CoV 3CLpro protease inhibition; P0C6X7; recombinant SARS-CoV 3CLpro, quenched FRET peptide cleavage; inhibition, % at 6 µM; 0.14% of 290,000 active; in the data active = inhibition above about 12%
* marks the source's active call; other numbers are inactive results; . = not tested or not shown. Cut-off read from the data, not from the text of the source, unless noted: active = inhibition above about 30%; inconclusive = no clear call, values can overlap the other calls; inactive = below that. A portion of the library (hit frequency here may not be typical).

Structure,CCHFV vOTU inh,MazF activator,SARS 3CLpro inh,PrPC surface inh,VHR inh abs,Rv3671c protease,BoNT-A LC inh2,BoNT-F LC inh,SSB-PriA inh,Anthrax LF inh2
COc1ccc(Cl)cc1NC(=O)CN(C)C(=O)Cc1ccsc1,4,0,.,9,.,-1,0.8,-9,-5,0
Cc1n[nH]c(=O)c2c(NC(=O)CSc3nnc(-c4ccncc4)n3C)oc(C)c12,10,4,1,-7,1,3,-3.0,-9,-11,-5
CC1(C)CC(=O)C2=C(C1)Nc1ncnn1C2c1ccccn1 (centres undefined),8,5,2,5,-8,1,0.1,-9,-16,1
CC(=O)c1cc2c(cc1NS(=O)(=O)c1ccccc1Br)OCO2,-7,13,3,-6,7,-1,-4.0,-14,-1,-4
O=C(CNS(=O)(=O)c1ccc(Br)s1)N1CCC2(CC1)OCCO2,0,7,2,4,11,-1,-0.5,4,-4,-7
Cc1cccc(CN2CCC(n3nccc3NC(=O)CCCc3ccccc3)CC2)c1,5,10,.,-9,.,.,0.1,-4,.,-4
COc1cc(C(=O)Nc2ccc(NC(=O)C3CC3)nc2)cc(OC)c1OC,6,-4,-2,-6,4,-2,0.0,-2,-5,-3
C/C=C(\C)C(=O)OC(C)(C)[C@H]1Cc2cc3ccc(=O)oc3cc2O1,-104,-13,-7,6,24,0,-1.0,-1,-10,-7
CCSc1cc(N2CCCC2)nc(-c2ccc(F)cc2)n1,24,-1,2,1,2,-1,-0.1,-7,-11,0
Clc1ccc(C2=Nn3c(Cn4nnc5ccccc54)nnc3SC2)cc1,-5,-1,6,-2,43,2,.,.,3,.
COCCNc1c2c(c(C#N)c3nc4ccccc4n13)CCCC2,-18,-9,-1,-15,-25,5,-0.2,-2,5,-3
COc1ccc(S(=O)(=O)N2CCC(C(=O)NCCC(=O)Nc3cccc(Cl)c3)CC2)cc1,3,5,-4,5,7,-1,-0.6,-2,-1,-2
CC(C)c1nc(C#N)c(N2CCOCC2)o1,5,4,-4,2,-8,-5,-0.9,-2,-12,-3
c1ccc2oc(SCc3cn4ccccc4n3)nc2c1,-7,-5,-3,-3,2,8,-0.1,3,-6,-3
O=C(NCC1CCS(=O)(=O)C1)NCC1CCS(=O)(=O)C1 (centres undefined),1,-2,1,-1,35,2,-0.6,-6,-13,-2
O=C(CSc1nnc(-c2ccncc2)o1)Nc1cc(F)ccc1F,11,8,.,-5,.,-4,-0.5,1,1,0
CN1CCN(CCNC(=O)Nc2ccccc2[N+](=O)[O-])CC1,-12,5,-1,-12,.,5,-0.2,-7,7,16
O=C(Cn1ccc([N+](=O)[O-])n1)N1CCc2ccccc21,-3,3,2,-2,17,-2,0.1,-2,-16,8
O=C(N/C(=C\c1cccc([N+](=O)[O-])c1)C(=O)N1CCOCC1)c1ccc([N+](=O)[O-])cc1,8,0,-6,-18,19,-5,-0.3,-6,-2,1
O=C1CCN(Cc2ccccc2)CCN1[C@H](COc1ccccc1)Cc1ccccc1,16,-5,-2,-7,-14,-6,-0.5,-4,6,-2
CCc1cccc(CC)c1NC(=O)CSc1nc2ccc(N3C(=O)C4C5C=CC(C5)C4C3=O)cc2s1 (centres undefined),-5,-2,8,2,0,-13,-0.2,-17,6,0
CCNc1ccc(C(=O)OCC(=O)NCCN2C(=O)CSC2=O)cc1[N+](=O)[O-],-15,-6,0,-8,7,13,-1.4,-9,-2,-4
OC(C#CCN1CCOCC1)(c1ccccc1)C1CCCC1 (centres undefined),17,-10,-1,3,13,-7,-0.2,-11,-13,6
CCOC(=O)c1cnn(-c2ccccc2)c1NC(=O)c1ccccc1C,18,-11,4,4,-3,-7,0.4,-1,-18,2
Cc1cc(C)c2c(N)c(C(=O)Nc3nccs3)sc2n1,-163,13,-7,-18,15,1,0.0,-2,-25,-16

Two entries picked at random from those above:
Structure,CCHFV vOTU inh,MazF activator,SARS 3CLpro inh,PrPC surface inh,VHR inh abs,Rv3671c protease,BoNT-A LC inh2,BoNT-F LC inh,SSB-PriA inh,Anthrax LF inh2
O=C(CNS(=O)(=O)c1ccc(Br)s1)N1CCC2(CC1)OCCO2,0,7,2,4,11,-1,-0.5,4,-4,-7
O=C1CCN(Cc2ccccc2)CCN1[C@H](COc1ccccc1)Cc1ccccc1,16,-5,-2,-7,-14,-6,-0.5,-4,6,-2

Among those listed so far, these have four or more nitrogen atoms.
Structure,CCHFV vOTU inh,MazF activator,SARS 3CLpro inh,PrPC surface inh,VHR inh abs,Rv3671c protease,BoNT-A LC inh2,BoNT-F LC inh,SSB-PriA inh,Anthrax LF inh2
Cc1n[nH]c(=O)c2c(NC(=O)CSc3nnc(-c4ccncc4)n3C)oc(C)c12,10,4,1,-7,1,3,-3.0,-9,-11,-5
CC1(C)CC(=O)C2=C(C1)Nc1ncnn1C2c1ccccn1 (centres undefined),8,5,2,5,-8,1,0.1,-9,-16,1
Cc1cccc(CN2CCC(n3nccc3NC(=O)CCCc3ccccc3)CC2)c1,5,10,.,-9,.,.,0.1,-4,.,-4
Clc1ccc(C2=Nn3c(Cn4nnc5ccccc54)nnc3SC2)cc1,-5,-1,6,-2,43,2,.,.,3,.
COCCNc1c2c(c(C#N)c3nc4ccccc4n13)CCCC2,-18,-9,-1,-15,-25,5,-0.2,-2,5,-3
O=C(CSc1nnc(-c2ccncc2)o1)Nc1cc(F)ccc1F,11,8,.,-5,.,-4,-0.5,1,1,0
CN1CCN(CCNC(=O)Nc2ccccc2[N+](=O)[O-])CC1,-12,5,-1,-12,.,5,-0.2,-7,7,16
O=C(Cn1ccc([N+](=O)[O-])n1)N1CCc2ccccc21,-3,3,2,-2,17,-2,0.1,-2,-16,8
O=C(N/C(=C\c1cccc([N+](=O)[O-])c1)C(=O)N1CCOCC1)c1ccc([N+](=O)[O-])cc1,8,0,-6,-18,19,-5,-0.3,-6,-2,1
CCNc1ccc(C(=O)OCC(=O)NCCN2C(=O)CSC2=O)cc1[N+](=O)[O-],-15,-6,0,-8,7,13,-1.4,-9,-2,-4
Cc1cc(C)c2c(N)c(C(=O)Nc3nccs3)sc2n1,-163,13,-7,-18,15,1,0.0,-2,-25,-16
